Screening data (PubChem)
PAX8 reporter: inhibitors of PAX8-driven TPO luciferase reporter, primary screen, RMG-I cells, single concentration; SteadyGlo, 24 h; inhibition, % at 12.6 µM; AID 652154, 2013; hit rate 1.2% among 360,000;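 active = mean replicate inhibition at least 60% with every replicate also reaching 60%; inconclusive = only one of the two criteria is met; inactive = mean below 60% and not all replicates reaching 60%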;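 note: luciferase light reporting Pax8 driven TPO promoter activity; plate controls were median of neutral control wells for no effect and mitoxantrone controls for full effect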
FN deposition inh: inhibitors of fibronectin matrix deposition, primary screen, AH1F cells, Alexa488-fibronectin fluorescence, plate reader. AH1F fibroblasts, overnight. inhibition, % at 12.6 µM. hit rate 0.086% among 350,000. AID 743247, 2014;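 active = mean inhibition across replicates of 30% or more, regardless of how many single replicates reach that level; inconclusive = mean under 30% yet at least half of replicates reach 30%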;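 note: positive control wells lacked labelled fibronectin entirely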
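Material: AH1F fibroblast monolayer depositing Alexa488-labelled fibronectin into matrix | Input: 10000 AH1F cells/well | Medium: DMEM plus 2% serum, read in PBS | Reagent: Alexa488-fibronectin, 24 nM final in well | Compound dosing: One dose per compound, pinned | Schedule: 1 h adhesion, overnight exposure | Measured by: Fluorescence at 485 nm excitation, 525 nm emission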
LGR2 antag: inhibitors of bursicon-induced LGR2 CRE-luciferase signal, primary screen, cell-based, HEK293, CRE-luciferase reporter, bursicon stimulation; bursicon-stimulated, 4 h; inhibition, % at 9.99 µM; hit rate 0.35% among 380,000; AID 720647, 2013;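 active = drop in luminescence signal, shown as inhibition above about 50% in the replicate tests, limit read from the data, passing the limit was not always enough; inconclusive = probably only some replicates passing the limit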;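 note: agonist challenge used bursicon conditioned medium at about half maximal strength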
EWS-Fli inh: EWS/Fli-driven NR0B1 reporter inhibitors, primary screen, A673 cells, NR0B1 luciferase, luminescence, MLPCN library; viability-normalised; inhibition, % at 12.6 µM; hit rate 0.67% among 350,000; AID 651661, 2012;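 active = mean inhibition of at least 50% after viability correction, with every replicate also passing that limit; inconclusive = mean reaches 50% but only one of two replicates passes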;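 note: firefly luciferase signal divided by Alamar Blue viability fluorescence both relative to DMSO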
PGC1a acetyl inh: inhibitors of PGC1a acetylation signal, primary screen, cell-based, U2OS, AlphaScreen, inhibitor mode | AlphaScreen anti-acetyl-lysine; with virally co-expressed GCN5 acetyltransferase | inhibition, % at 15.6 µM | hit rate 0.17% among 350,000;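 active = every replicate shows inhibition of at least 40%; inconclusive = mean inhibition at least 40% but some replicate below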;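 note: 0% = neutral control wells and 100% = positive control wells; some results beyond the cut were filed as inactive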
PglD inh: C. jejuni PglD acetyltransferase inhibitors, primary screen, biochemical, DTNB colorimetric, single point; UDP-N-acetylbacillosamine N-acetyltransferase PglD (Campylobacter jejuni); purified PglD enzyme, DTNB colorimetric CoA detection; inhibition, % at 12.5 µM; hit rate 0.098% among 360,000; AID 602405, 2012; in the data active = inhibition above about 16%, passing the limit was not always enough; inconclusive = no clear call, values can overlap the other calls; note: strong numbers were not always called active
ERAP1 inh: human ERAP1 aminopeptidase inhibitors, primary screen, biochemical, single point, plate reader. Endoplasmic reticulum aminopeptidase 1 (Homo sapiens), Q9NZ08. recombinant ERAP1, Leu-AMC fluorescence, 60 min. AID 652197, 2013. inhibition, % at 10.7 µM. hit rate 0.15% among 340,000;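 active = mean replicate inhibition of at least 30%, or all replicates individually reaching that 30% level; inactive = mean below 30% and not every replicate reaching it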;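 note: 0% = neutral control wells and 100% = L-leucinethiol positive control wells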
Target sequence (Q9NZ08 whole entry, looked up): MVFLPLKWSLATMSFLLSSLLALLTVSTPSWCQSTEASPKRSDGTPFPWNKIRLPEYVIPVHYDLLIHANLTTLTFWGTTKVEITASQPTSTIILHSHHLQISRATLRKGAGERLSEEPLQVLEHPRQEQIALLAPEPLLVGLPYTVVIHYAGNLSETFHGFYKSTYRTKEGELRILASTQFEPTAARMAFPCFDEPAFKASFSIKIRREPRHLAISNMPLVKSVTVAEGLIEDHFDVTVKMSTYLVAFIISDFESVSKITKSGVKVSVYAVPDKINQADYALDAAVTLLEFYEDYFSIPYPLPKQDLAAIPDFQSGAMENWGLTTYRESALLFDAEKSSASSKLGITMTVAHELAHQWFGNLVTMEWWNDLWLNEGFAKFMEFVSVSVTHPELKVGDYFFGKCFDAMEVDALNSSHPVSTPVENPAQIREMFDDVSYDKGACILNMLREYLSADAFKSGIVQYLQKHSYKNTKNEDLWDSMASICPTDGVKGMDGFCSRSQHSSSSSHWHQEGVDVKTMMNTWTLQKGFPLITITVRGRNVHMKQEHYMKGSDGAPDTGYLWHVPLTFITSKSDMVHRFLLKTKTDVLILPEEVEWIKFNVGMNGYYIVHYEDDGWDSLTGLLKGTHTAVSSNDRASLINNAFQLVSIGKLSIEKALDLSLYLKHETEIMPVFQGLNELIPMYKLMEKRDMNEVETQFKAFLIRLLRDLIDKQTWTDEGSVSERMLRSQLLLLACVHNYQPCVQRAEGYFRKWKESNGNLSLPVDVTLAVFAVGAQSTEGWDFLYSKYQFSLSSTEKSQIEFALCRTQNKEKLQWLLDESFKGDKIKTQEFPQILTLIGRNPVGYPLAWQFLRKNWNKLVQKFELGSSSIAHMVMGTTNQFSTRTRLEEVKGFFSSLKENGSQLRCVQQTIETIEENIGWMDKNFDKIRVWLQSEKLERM
S100A4 inh HTS: inhibitors of S100A4-myosin IIA peptide binding, primary screen, biochemical, fluorescence polarization, TAMRA-MyoIIA peptide; inhibition, % at 10.7 µM; hit rate 0.14% among 360,000; AID 652163, 2013;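 active = mean inhibition of at least 70% across replicates, with every replicate also reaching that level; inconclusive = mean inhibition reaches 70% but some replicates fall short; inactive = mean inhibition below 70%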
Target sequence (P26447 whole entry, looked up): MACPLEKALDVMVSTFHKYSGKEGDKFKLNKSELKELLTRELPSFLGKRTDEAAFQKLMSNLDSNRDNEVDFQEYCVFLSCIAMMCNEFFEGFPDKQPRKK
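Test system – S100A4 monomer (human) · Compound – single-point compound testing · Schedule – 5 min incubation before reading · Probe or stimulus – TAMRA-labelled myosin IIA heavy-chain peptide probe, 5 nM · Benchmarks – neutral control DMSO, positive control TFP · Medium – Calcium-containing HEPES buffer, pH 7.2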
The depositor's hits bear a star; ? = inconclusive; nt = no result given; & = joins results of further samples.

SMILES	PAX8 reporter	FN deposition inh	LGR2 antag	EWS-Fli inh	PGC1a acetyl inh	PglD inh	ERAP1 inh	S100A4 inh HTS
CCCCc1nc2cc(C(=O)NCc3nccn3CC)ccc2o1	-77	8	-12	-54	1	-4	-1	26
COCC(=O)N[C@H]1CC[C@@H](CC(=O)N2CCCCC2)O[C@H]1CO	0	-18	9	2	2	0	0	6
O=C(CSc1nnnn1-c1ccc(Cl)cc1)N1CCNC1=O	-30	-10	27	-7	-14	5	2	2
CN(Cc1ccc(Cl)cc1)C(=O)CCl	27	-3	0	21	-9	-1	2	1
O=C1CC[C@@H](C(=O)N2CSC[C@@H]2C(=O)Nc2ccc(C(F)(F)F)cc2)N1	9	-8	-10	10	-2	0	3	-18
Cc1c(O)ccc(NC(=O)/C=C/c2ccccc2)c1C	-2	7	-59	-5	-10	nt	0	5
CCOC(=O)c1nn(-c2ccc(F)cc2)c2nc(-c3ccccc3)c(C#N)c(=O)n12	-7	23	3	nt	nt	-5	nt	nt
C[C@@H]1CN([C@@H](C)CO)C(=O)Cc2cc(NS(=O)(=O)c3cccs3)ccc2O[C@@H]1CN(C)CC1CCCCC1	5	9	-9	-2	-9	4	1	0
COc1ccc(NC(=O)Cn2c(C)cc(=O)c3ccccc32)cc1	29	-4	12	8	4	6	-3	-10
COc1ccc(-c2cc(C)no2)cc1S(=O)(=O)Nc1ccc(NC(C)=O)cc1	-7	3	-6	nt	3	-4	-2	-4
O/C=c1\ccc2cccc3nc(C(F)(F)F)nc1c23	-1	-9	16	-9	nt	10	-2	-35
COc1cccc(C(=O)Nc2ccc(C)cc2)c1	nt	17	-8	nt	6	10	nt	nt
Cc1noc(C)c1S(=O)(=O)Nc1cccc2c1O[C@@H](CN(C)C(=O)NC1CCCCC1)[C@@H](C)CN([C@@H](C)CO)C2=O	nt	-4	-12	-2	-21	1	1	-26
C[C@@H]1CN([C@@H](C)CO)C(=O)c2cc(NC(=O)Cn3cnnn3)ccc2O[C@@H]1CN(C)CC1CC1	-8	nt	1	-1	-6	0	2	-15
COc1ccc(N2C(=O)N3[C@H](c4ccc(Cl)cc4)[C@@H]4C(=O)N(C5CCCCC5)C(=O)[C@@H]4[C@]3(C)C2=O)cc1	1	5	18	4	-6	2	2	0

Two of the compounds above, comma-delimited:
SMILES,PAX8 reporter,FN deposition inh,LGR2 antag,EWS-Fli inh,PGC1a acetyl inh,PglD inh,ERAP1 inh,S100A4 inh HTS
CCCCc1nc2cc(C(=O)NCc3nccn3CC)ccc2o1,-77,8,-12,-54,1,-4,-1,26
COCC(=O)N[C@H]1CC[C@@H](CC(=O)N2CCCCC2)O[C@H]1CO,0,-18,9,2,2,0,0,6

New compounds follow
SMILES	PAX8 reporter	FN deposition inh	LGR2 antag	EWS-Fli inh	PGC1a acetyl inh	PglD inh	ERAP1 inh	S100A4 inh HTS
COC(C(=O)NNS(=O)(=O)c1ccc([N+](=O)[O-])cc1)c1ccccc1 (centres undefined)	-14	-5	-3	-5	6	2	5	2
COc1ccc(CN(C(=O)c2ccco2)C2CCS(=O)(=O)C2)cc1 (centres undefined)	-5	nt	24	nt	9	0	-4	-1
O=C(Nc1nnc(SCc2ccc(Cl)cc2Cl)s1)C1COc2ccccc2O1 (centres undefined)	4	-7	nt	nt	-12	2	nt	nt
CN(C)C(=O)CCc1ccc2c3c([nH]c2c1)[C@]1(C)[C@@H](C(=O)N2CCOCC2)C[C@H](CC(=O)NCc2ccco2)C(=O)N1CC3	-4	6	-3	-1	nt	-4	15	-4
CSc1nnc(C)c(=O)n1COC(=O)COc1ccc(F)cc1	-8	-3	-1	6	6	nt	nt	-2
CC(C)NC(=O)NCC[C@H]1CC[C@H](NS(=O)(=O)c2ccc(-c3ccccc3)cc2)[C@@H](CO)O1	6	nt	-46	7	-29	1	0	-3
Oc1ccc(C23CC4CC(CC(C4)C2)C3)cc1O	29	-6	-20	-9	nt	0	10	-14
CC1(C)Cc2c(sc3[nH]c(=S)n(Cc4ccccc4)c(=O)c23)CO1	nt	nt	-5	2	2	8	-1	-4
COCCCNC(=S)Nc1ccc(N2CCCCC2)cc1	-31	nt	-23	2	4	10	5	-1
O=[N+]([O-])c1cccc(C2=NCCS2)c1	10	-3	-4	nt	-13	-5	nt	nt
CC(C)c1cc(CN2CCN(CCC#N)CC2)cc(C(C)C)c1O	-3	-6	nt	nt	0	-1	nt	nt
Cc1cccn2c(CN[C@@H]3CCCC[C@H]3c3ccccc3)c(C(=O)N3CCOCC3)nc12	-2	-4	-15	6	-10	0	15	-3
CC(SCc1ccccc1)C(=O)Nc1ccc2c(c1)OCO2 (centres undefined)	-77	-3	nt	nt	-5	4	nt	nt
C[C@H](CO)N1C[C@H](C)[C@H](CN(C)C(=O)Nc2ccc(C(F)(F)F)cc2)Oc2ncc(-c3cccnc3)cc2C1=O	13	9&8	-14&-3	0&-4&2	1&-4&6	1&-1&0	-8&1	?
Cc1cccc(C)c1NC(=O)CNC(=O)c1ccc2c(c1)NC(=O)CS2	3	-1	-1	-8	nt	nt	0	11
COc1ccc(CC(=O)OCC(=O)N2c3ccccc3CC2C)cc1OC (centres undefined)	-34	-1	-7	-3	nt	-2	1	-3
CCOC(=O)C1CCN(C(=O)c2cccc(NS(=O)(=O)c3ccc(F)c(F)c3)c2)CC1	18	-5	15	1	-9	-8	3	-2
O=C(CCC1CCN(Cc2nccs2)CC1)Nc1ccccc1	-24	nt	-6	-19	nt	nt	3	1
CCCCCc1ccc(OCCCC[n+]2cccc(C)c2)c(CCCCC)c1	94*	8	?	33	9	nt	13	0
CC1Cc2nc(SCC(N)=O)n(C)c(=O)c2S1 (centres undefined)	-5	9	8	-6	14	-2	2	11
CCCNC(=O)c1ccc(S(N)(=O)=O)cc1	10	-20	-15	8	nt	-4	3	6
CN1C[C@@H]2[C@@H]3C(=O)N(C)C(=O)[C@@H]3[C@](C)(C1=O)N2C(=O)c1ccc(Cl)c(Cl)c1	8	-4	12	-5	nt	5	-2	1
C[C@@H]1CN([C@H](C)CO)C(=O)c2cccc(NC(=O)c3ccc(-c4nccs4)cc3)c2O[C@H]1CN(C)Cc1ccc(-c2ccccc2)cc1	22	nt	19	2	11	10	0	8
O=c1c2ccccc2nc(/C=C/c2cc(Br)ccc2O)n1CCO	-2	2	47	16	nt	2	-1	0
C[C@@H](O)C#Cc1ccc2c(c1)O[C@@H](CN(C)C(=O)C1CCCCC1)[C@@H](C)CN([C@@H](C)CO)S2(=O)=O	nt	nt	1	0	0	1	-2	-2
COc1ccc(NC(=S)NCc2cccnc2)cc1	0	2	34	6	8	nt	0	3
Nc1nnc(SCC(=O)NC2CCCCC2)n1-c1ccccc1	-9	13	nt	nt	-62	-1	nt	nt
NCCC1CN(C(=O)OCc2ccccc2)c2ccccc21 (centres undefined)	-25	8	-23	-4	nt	nt	2	-2
CC(C)Oc1ccc(C2CC(=O)NC2=O)cc1 (centres undefined)	9	-5	1	-3	-10	4	8	-5
CN(C)C(=O)C[C@@H]1CC[C@H](NC(=O)c2ccc(F)cc2)[C@@H](CO)O1	18	15	1	1	-2	4	1	6
O=C(Nc1ccccc1)Nc1cccc(-c2nnco2)c1	-33	4	-2	-3	-3	-2	-2	4
CCOC(=O)CSc1ncc(OC)c(Sc2ccc(Cl)cc2)n1	4	11	nt	nt	-8	-2	nt	nt
O=C(O)COc1ccccc1/C=N/NC(=O)CSc1nnc(SCc2ccccc2)s1	-6	5	-55	4	2	-219	-1	4
C/C(Cl)=C\Cn1c(O)c(N=NC(N)=S)c2ccccc21	3	-8	14	57*	-2	nt	4	0
COc1ccc(-c2noc(CCCC(=O)NC3CCCCC3)n2)cc1	8	-5	2	36	nt	-3	-4	3
CN(C)Cc1cn(CC[C@H]2CC[C@@H](NS(=O)(=O)c3ccccc3)[C@H](CO)O2)nn1	nt	nt	-8	-3	-1	-4	0	5
COc1ccc(C2CC3(CC(C)(C)NC(=S)N3)Oc3cc(O)cc(C)c32)cc1OC (centres undefined)	39	4	nt	23	nt	nt	-9	1
C[C@@H]1CN([C@H](C)CO)C(=O)Cc2cc(NC(=O)CCC(F)(F)F)ccc2O[C@@H]1CN(C)C(=O)Nc1ccc2c(c1)OCO2	-3	nt	10	2	0	-9	1	2
C[C@@H]1CCCCO[C@H](CN(C)Cc2ccc(C(=O)O)cc2)[C@H](C)CN([C@@H](C)CO)C(=O)c2cc(NS(=O)(=O)c3cn(C)cn3)ccc2O1	-8	nt	2	-12	5	-3	nt	nt
CCOCCCN(C)C1CCN(S(=O)(=O)c2csc(C(N)=O)c2)CC1	8	1	14	nt	-3	nt	-1	-3
O=C1COC(c2ccccc2O)=NN1CCCl	-7	0	30	-4	-1	2	-7	-2
OC(c1ccc(F)cc1)c1nc(-c2ccccc2)cs1 (centres undefined)	-110	-4	-38	-65	-17	2	8	10
CCCNC(=O)Nc1ccc2c(c1)C(=O)N(C)C[C@H](OC)[C@@H](C)CN(Cc1ccccn1)[C@H](C)CO2	-7	-6	-14	-3	-20	2	nt	nt
NC(=O)CNC(=O)c1cccc(Cl)c1	-2	0	nt	-3	3	-1	nt	1
Cc1ccc(C(=O)CCC(=O)N(C)CC(=O)Nc2c(Cl)cccc2Cl)cc1	20	5	8	nt	2	-1	-2	6
C[C@@H]1CN([C@H](C)CO)C(=O)c2cc(C#Cc3ccccn3)cnc2O[C@H]1CN(C)CC1CCOCC1	5	nt	1	-2	-6	14	3	-2

Entries of single compounds, looked up by structure. Screens in order: PAX8 reporter | FN deposition inh | LGR2 antag | EWS-Fli inh | PGC1a acetyl inh | PglD inh | ERAP1 inh | S100A4 inh HTS
C/C(Cl)=C\Cn1c(O)c(N=NC(N)=S)c2ccccc21 across the screens: 3 | -8 | 14 | 57* | -2 | nt | 4 | 0
CN(C)Cc1cn(CC[C@H]2CC[C@@H](NS(=O)(=O)c3ccccc3)[C@H](CO)O2)nn1 across the screens: nt | nt | -8 | -3 | -1 | -4 | 0 | 5
COc1ccc(C2CC3(CC(C)(C)NC(=S)N3)Oc3cc(O)cc(C)c32)cc1OC (centres undefined) across the screens: 39 | 4 | nt | 23 | nt | nt | -9 | 1
COc1ccc(-c2noc(CCCC(=O)NC3CCCCC3)n2)cc1 across the screens: 8 | -5 | 2 | 36 | nt | -3 | -4 | 3
C[C@@H]1CCCCO[C@H](CN(C)Cc2ccc(C(=O)O)cc2)[C@H](C)CN([C@@H](C)CO)C(=O)c2cc(NS(=O)(=O)c3cn(C)cn3)ccc2O1 across the screens: -8 | nt | 2 | -12 | 5 | -3 | nt | nt
